inhibitors of VEEV: inhibitors of VEEV TC-83 cytopathic effect, confirmation, Vero cells (AID 588727) | Vero cells, VEEV TC-83 cytopathic effect inhibition; higher % means a stronger effect | 350,000 tested, 0.13% active | one-dose inhibition, % at 20 µM; IC50 in µM for titrated hits; in the data active = a potency from the dose series; inconclusive = inhibition mostly from about 14% at the one dose, without a potency; inactive = the rest, 99 in 100 with inhibition below about 12%; also: strong numbers were not always called active
H37Rv inhibition: M. tuberculosis growth inhibition, HTS (AID 449762) | M. tuberculosis H37Rv growth inhibition, 7H9 media; higher % means a stronger effect | inhibition, % at 25 µM, or IC50 in µM where a hit was titrated | 330,000 tested, 0.59% active; in the data active = a potency from the dose series; inconclusive = inhibition above about 70% without an active follow-up result;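 also: bacterial growth assessed after seven days of incubation; strong numbers were not always called active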
H1N1 NS1A inhibition: NS1A inhibition, H1N1 influenza, cell based functional assay (AID 504329); NS1A functional cell-based assay, percent inhibition; higher % means a stronger effect; one-dose inhibition, % at 12.5 µM; IC50 in µM for titrated hits; 340,000 tested, 0.3% active; in the data active = a potency from the dose series; inconclusive = inhibition above about 27% without an active follow-up result; also: strong numbers were not always called active
M. tuberculosis: growth inhibition of non-replicating M. tuberculosis (AID 488890); 320,000 tested, 0.39% active; Mycobacterium tuberculosis non-replicating, growth inhibition; higher % means a stronger effect; one-dose inhibition, % at 25 µM; IC50 in µM for titrated hits; in the data active = a potency from the dose series; inconclusive = inhibition mostly from about 82% at the one dose, without a potency; inactive = the rest, 99 in 100 with inhibition below about 76%;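 also: plate controls were DMSO cells for no effect and high antibiotic wells for full effect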
PhoP GFP inhibition: Inhibition of PhoP regulon, Salmonella typhi GFP reporter cells, confirmation, 4 h (AID 1850). Salmonella Typhi PhoP-promoter GFP reporter, fluorescence, 4 h; higher % means a stronger effect. 310,000 tested, 0.33% active. one-dose inhibition, % at 50 µM; IC50 in µM for titrated hits; in the data active = a potency from the dose series; inconclusive = inhibition mostly from about 25% at the one dose, without a potency; inactive = the rest, 99 in 100 with inhibition below about 19%;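 also: 0% = induced wells with vehicle and 100% = uninduced wells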
inhibitors of VEEV 10K pilot screen: second read-out of inhibitors of VEEV, no call of its own (marks repeat the call); inhibition, %; measured here: 10K pilot screen inhibition
* hit, by the source's call; i = inactive; ? = inconclusive; nt = not tested or not shown.

SMILES | inhibitors of VEEV | H37Rv inhibition | H1N1 NS1A inhibition | M. tuberculosis | PhoP GFP inhibition | others
N#CCCSc1ncnc2c1oc1ccccc12 | i | -6% | -3% | 7% | -3%
Cc1ccc(-c2nnn(CC(=O)NCC3CC3)n2)o1 | 1.1% | 2% | 1% | 3% | -2%
COC(=O)c1ccc(SC2CCCCC2)c([N+](=O)[O-])c1 | i | -5% | 2% | 37% | 22%
O=P(Nc1ccccc1)(Nc1ccccc1)Oc1ccccc1 | 6.0% | 4% | -3% | 17% | -9%
Fc1cccc(Cl)c1Cn1nnc2c(NCc3ccncc3)ncnc21 | 0.1% | -2% | -2% | 16% | -6%
Cc1c(Br)c([N+](=O)[O-])nn1CC(=O)Nc1ccc(CC#N)cc1 | nt | 4% | nt | 2% | 17%
COC(=O)N1[C@H](C)C=C[C@]1(Cc1ccccc1)C(=O)OC | 0.1% | 9% | -10% | 0% | -1%
CCOC(=O)c1c(NC(=O)CSc2nnc(Cc3ccccc3)o2)sc(C(C)=O)c1C | 7.3% | 5% | 3% | 15% | -5%
O=C(O)C1(P(=O)(c2ccc(Cl)cc2)c2ccc(Cl)cc2)CCCC1 | 0.9% | 1% | -10% | -2% | 5%
C=CCSc1nc2c(c(=O)[nH]c(=O)n2C)n1Cc1ccc(C)cc1 | 2.2% | 0% | 3% | -18% | -2%
Cc1ccc(NC(=S)N(CCCN2CCCC2)Cc2cccn2Cc2ccc(Cl)cc2)cc1C | i | 86µM* | 3% | 46% | 4%
Cc1cc(=O)oc2c(C)c(OCC(=O)N3CCN(c4ccccc4)CC3)ccc12 | 4.7% | 4% | -2% | 22% | 0%
COC(=O)c1ccc(NC(=O)CN2C(=O)CSC2=O)cc1 | 2.7% | 0% | -17% | 5% | 4%
Nc1ccc(CN2CCCCCC2)cc1 | i | -2% | 15% | -4% | 2%
Cn1cc(C(=O)NCCN2CCN(c3cccc(Cl)c3)CC2)c2c3ccccc3n(C)c2c1=O | 0.1% | 3% | 10% | 5% | 0% | inhibitors of VEEV 10K pilot screen=8.0
CN(C)S(=O)(=O)c1cc(NC(=O)CNCCN2CCOCC2)ccc1Cl | 0.2% | -17% | 10% | -2% | 0%
CC(C)COc1ccc(CN=C(N)N=C(N)N)cc1Cl | 1.5% | 6% | -5% | 68% | -2% | inhibitors of VEEV 10K pilot screen=0.4
Cc1cc(C)c(NC(=O)COC(=O)CCc2ccc(S(=O)(=O)N3CCCCC3)cc2)c(C)c1 | i | 8% | 8% | 26% | -4%
CC(C)c1ccc2c(c1)C1(NN=C(c3ccccc3)S1)C(=O)N2 (stereo not drawn) | ? | 3% | 20% | 11% | 21%
O=C1CC(=O)N(Cc2ccccc2)C(=O)N1 | 0.7% | nt | -11% | nt | nt
O=C(CC1S/C(=N/N=C/c2cccs2)NC1=O)Nc1ccc(Cl)cc1 (stereo not drawn) | 0.6% | -13% | -6% | -1% | -4%
O=C(Nc1cccnc1)c1cc(S(=O)(=O)N2CCOCC2)ccc1Br | 0.3% | -2% | 8% | 0% | -9%
CC(=O)Nc1cccc(C2=CC(c3ccco3)n3ncnc3N2)c1 (stereo not drawn) | nt | 1% | nt | -15% | -4%
Cc1cccc(Nc2nc(-c3ccccn3)cs2)n1 | 0.7% | ? | 30µM* | 0.95µM* | -21%
Cc1cc(/C=C(\C#N)C(=O)OCC(=O)NC(=O)NC(C)(C)C)c(C)n1CCC(C)C | 2.4% | 4% | -4% | 32% | 19%
FC(F)(F)c1nc(=S)c2ccccc2[nH]1 | 2.6% | nt | -14% | nt | nt
NNC(=O)COc1cccc(C(F)(F)F)c1 | i | 2% | -4% | 5% | 6%
N/C(=N\OC(=O)COc1ccc2ccccc2c1Br)c1ccccn1 | 0.7% | -2% | -12% | 79% | 10%
CCOC(=O)Cc1ncccc1C(=O)Nc1ccc(OC(F)(F)F)cc1 | i | 12% | 6% | 1% | 5%
COc1cc2ncc(S(=O)(=O)c3ccccc3)c(N3CCC4(CC3)OCCO4)c2cc1OC | 8.9% | -1% | 0% | 22% | 2%
Cn1ncc(Br)c1C(=O)N1CCCCCC1 | 4.8% | -2% | -7% | -3% | -5%
COc1ccc(CN2CCc3c([nH]c4ccccc34)C2)c(OC)c1C | i | 15% | 8% | 3% | 5%
CCOc1ccc(C2C(C(N)=O)=C(C)Nc3ncnn32)cc1OC (stereo not drawn) | 0.2% | -2% | 2% | 0% | -9%
Cc1cccc(Oc2nc(-c3ccccc3)cc(C)c2S(C)(=O)=O)c1C | 2.0% | 6% | -1% | 25% | -9%
COc1cccc(NS(=O)(=O)c2ccc3c(c2)n(C)c(=O)c(=O)n3C)c1 | i | -18% | 4% | 6% | 7%
O=C(CCC(=O)N1CCOc2ccccc21)Nc1ccccc1Cl | 1.3% | 5% | 4% | 1% | 1%
O=C(O)CC(Cc1ccc(Cl)cc1)C(=O)NCc1ccccc1 (stereo not drawn) | 0.3% | -2% | -7% | -13% | 3%
CCCC(C(=O)NC(C)(C)C)N(C(=O)c1snc(C(N)=O)c1N)c1ccc2c(c1)OCCO2 (stereo not drawn) | 6.2% | 10% | 0% | 47% | 11%
Cn1c(=O)n(C)c2cc(NC(=O)CSc3nc4ccccc4c(=O)[nH]3)ccc21 | 3.0% | -10% | 3% | -13% | 3%
COc1ccc(C2=CC(=O)C[C@H](c3ccc4c(c3)OCO4)C2)cc1 | 3.7% | ? | 8% | 48% | nt
O=C(CC(c1ccccc1)c1ccccc1O)NCCc1ccccc1 (stereo not drawn) | 7.8% | -4% | -1% | -17% | 8%
COC(=O)c1ccc(Nc2cc(C)nc(-c3ccccc3O)n2)cc1 | 3.0% | -4% | -7% | 2% | 2%
Cc1ccc(NC(=O)c2ccc3c(c2)OCO3)cc1Cl | 2.6% | 22% | -5% | 66% | 5%
CC1CCCC(NC(=O)C2CCN(S(=O)(=O)N3CCC4(CC3)OCCO4)CC2)C1C (stereo not drawn) | 0.5% | -3% | -8% | -7% | -3%
CCOC(=O)C1CCN(C(=O)CSc2cc(=O)n(CC)c3ccccc23)CC1 | 1.7% | 2% | -6% | 0% | -4%
CN(C)S(=O)(=O)c1cccc(NC(=O)c2cc(=O)[nH]c3ccccc23)c1 | 4.8% | 5% | -11% | 3% | -4%
COC(=O)[C@]1(Cc2ccccc2)N[C@H](CN(C)C(=O)Nc2ccc(Cl)cc2)[C@@H]2C(=O)N(Cc3ccccc3)C(=O)[C@@H]21 | 0.5% | 4% | 15% | 6% | nt
CCC(C)NC(=O)C1CCN(S(=O)(=O)c2ccc3[nH]c(=O)ccc3c2)CC1 (stereo not drawn) | 0.6% | -5% | 5% | 4% | 0%
OCc1ccccc1OCCOc1ccc(Cl)c2cccnc12 | i | 4% | -16% | 32% | -11%
Cc1ccc(S(=O)(=O)NNC(=O)c2sc(NS(=O)(=O)c3ccccc3)nc2C)cc1 | 2.5% | 21% | -12% | 2% | 5%
(cont.)
SMILES | inhibitors of VEEV | H37Rv inhibition | H1N1 NS1A inhibition | M. tuberculosis | PhoP GFP inhibition | others
O=C(NN1C(=O)c2ccccc2NC1c1ccc([N+](=O)[O-])o1)c1ccc(Br)cc1 (stereo not drawn) | 7.4% | ? | -3% | 58% | 4%
COc1cc(S(=O)(=O)N2CCOCC2)ccc1NC(=O)COC(=O)c1cc(OC)c(OC)c(OC)c1 | 2.4% | 1% | -5% | 3% | nt
Cn1cc(/C=C(\NC(=O)c2ccccc2)C(=O)N2CCOCC2)c2ccccc21 | 0.7% | 5% | 1% | -3% | -8%
CCCC1OC23CCCCC2C(C#N)(C#N)C1(C#N)C(=N)O3 (stereo not drawn) | 0.7% | -10% | 6% | -3% | -25% | inhibitors of VEEV 10K pilot screen=2.6
Cc1nn(C)c(Cl)c1CN1CCCC(CCC(=O)NCc2ccccc2F)C1 (stereo not drawn) | 1.4% | -2% | -4% | 4% | 5% | inhibitors of VEEV 10K pilot screen=0.6
O=C(COC(=O)c1ccc(-c2nnc(-c3ccccc3)o2)cc1)c1ccccc1 | i | 0% | -3% | 70% | 1%
CCc1sc(C(=O)Nc2nc(C)cs2)cc1C | 4.5% | nt | 12% | nt | nt
COc1ccc(NC(=O)C2CCCN2S(=O)(=O)c2ccc3c(c2)CC(C)N3C(C)=O)cc1OC (stereo not drawn) | 1.7% | -8% | 2% | 2% | 0%
O=S(=O)(c1c(F)cccc1F)C1CCN(S(=O)(=O)c2ccc3c(c2)OCCO3)CC1 | i | -1% | 7% | -4% | nt
CCCCC(=O)NNC(=S)NC(=O)CCC | i | -6% | 5% | 24% | 97µM*
O=C1C=C(N2CCCCCC2)C(=O)N1c1ccc(Cl)cc1 | i | -2% | -25% | -14% | 7%
O=S(=O)(c1ccccc1)N1CCN(S(=O)(=O)N2CCCCC2)CC1 | 0.8% | 1% | -4% | 1% | -2%
NS(=O)(=O)c1ccc(CCNC(=O)CSc2ccc(Cl)cc2Cl)cc1 | 1.7% | -5% | -3% | 13% | 9%
Cc1coc2c1c(C)cc1oc(=O)c(CC(=O)NCC(=O)N[C@H](C(=O)O)C(C)C)c(C)c12 | i | -4% | -1% | -16% | 5%
CCOC(=O)c1ccc(NC(=O)NC(C)C2CCCO2)cc1 (stereo not drawn) | i | -4% | -4% | 22% | 7%
CC(=O)c1ccccc1OC(=O)c1c(F)cccc1F | 0.8% | -3% | 10% | 11% | 2%
Cc1cc(Nc2ccc(Cl)cc2)nc(NCc2ccccc2)n1 | i | ? | -5% | 78% | ?
COC(=O)c1cc(NC(=O)CN(c2ccc3c(c2)OCO3)S(C)(=O)=O)ccc1Cl | 7.7% | -10% | -21% | 8% | -20%
Cc1ccc(N2C(=O)C3C(c4ccccc4)N4CCCN4C3(C)C2=O)cc1 (stereo not drawn) | 0.7% | 3% | 9% | -10% | -13%
CC1CCN(C(=O)c2ccc(COc3ccccc3Cl)o2)CC1 | i | 8% | -18% | 49% | 3%
OCC[C@@H]1C[C@@H](O)[C@H](O)[C@]2(CCc3ccccc3O2)O1 | i | -1% | 1% | -1% | 2% | inhibitors of VEEV 10K pilot screen=0.3
COc1ccc(S(=O)(=O)N2CCCCCC2)cc1C(=O)OCc1c(C)noc1C | 5.3% | -13% | 1% | nt | -15%
COc1ccc(-c2ccc3oc(-c4ccsc4)cc(=O)c3c2)cc1F | 1.1% | 0% | -1% | 0% | nt
CCCNC(=O)CCn1c(-c2ccc(C)cc2)cc(C(=O)OCC)c1C | 6.9% | 12% | 15% | 15% | -3%
O=C(NC1CCCN(c2ccc(C(F)(F)F)cn2)C1)c1ccnc(Cl)c1 (stereo not drawn) | 6.2% | 15% | 1% | 20% | -1%

Structures shown so far with fluorine:
SMILES | inhibitors of VEEV | H37Rv inhibition | H1N1 NS1A inhibition | M. tuberculosis | PhoP GFP inhibition | others
Fc1cccc(Cl)c1Cn1nnc2c(NCc3ccncc3)ncnc21 | 0.1% | -2% | -2% | 16% | -6%
FC(F)(F)c1nc(=S)c2ccccc2[nH]1 | 2.6% | nt | -14% | nt | nt
NNC(=O)COc1cccc(C(F)(F)F)c1 | i | 2% | -4% | 5% | 6%
CCOC(=O)Cc1ncccc1C(=O)Nc1ccc(OC(F)(F)F)cc1 | i | 12% | 6% | 1% | 5%
Cc1nn(C)c(Cl)c1CN1CCCC(CCC(=O)NCc2ccccc2F)C1 (stereo not drawn) | 1.4% | -2% | -4% | 4% | 5% | inhibitors of VEEV 10K pilot screen=0.6
O=S(=O)(c1c(F)cccc1F)C1CCN(S(=O)(=O)c2ccc3c(c2)OCCO3)CC1 | i | -1% | 7% | -4% | nt
CC(=O)c1ccccc1OC(=O)c1c(F)cccc1F | 0.8% | -3% | 10% | 11% | 2%
COc1ccc(-c2ccc3oc(-c4ccsc4)cc(=O)c3c2)cc1F | 1.1% | 0% | -1% | 0% | nt
O=C(NC1CCCN(c2ccc(C(F)(F)F)cn2)C1)c1ccnc(Cl)c1 (stereo not drawn) | 6.2% | 15% | 1% | 20% | -1%
